Cneo AK release: Cryptococcus neoformans cell lysis inducers, primary screen, AK release luminescence, single concentration; C. neoformans lysis, adenylate kinase release luminescence, 4 h; normalised: neutral wells 0, clomiphene wells 100; lysis activity, % at 15 µM; 0.2% of 360,000 active;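 active means mean lysis activity across replicates of at least 80%, whatever share of replicates individually reach that level; inactive means mean lysis activity below 80%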
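Material: C. neoformans cells | Amount: Yeast cell density of 5 × 10^6 cells/mL | Medium: Fresh YPD growth medium | Dosing: Single dose | Times: Static 4 h at 37 °C with compound, 1 h detection | Detection: AK luminescence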
PGC1a acetyl inh: inhibitors of PGC1a acetylation signal, primary screen, cell-based, U2OS, AlphaScreen, inhibitor mode. AlphaScreen anti-acetyl-lysine; with virally co-expressed GCN5 acetyltransferase. inhibition, % at 15.6 µM. 0.17% of 350,000 active. AID 651687, 2012;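 active means every replicate shows inhibition of at least 40%; inconclusive means mean inhibition at least 40% but some replicate below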;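 further: 0% = neutral control wells and 100% = positive control wells; some results beyond the cut were filed as inactive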
miR-122 sensor: miR-122 Renilla sensor signal increase in Huh7, primary screen, miR-122 inhibitor project, cell-based, single point, plate reader. Huh7 miR-122 Renilla luciferase sensor, 48 h; neutral wells = 0, positive control = 100. activation (reporter increase), % at 12.5 µM. AID 602342, 2012. 0.3% of 340,000 active;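 active means mean replicate activation score at least 90 and every replicate individually at or above 90; inconclusive means only one of the two criteria met; inactive means neither criterion met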;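 further: higher luciferase means less miR-122 activity so hits act as miR-122 inhibitors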
PglD inh: C. jejuni PglD acetyltransferase inhibitors, primary screen, biochemical, DTNB colorimetric, single point; UDP-N-acetylbacillosamine N-acetyltransferase PglD (Campylobacter jejuni); purified PglD enzyme, DTNB colorimetric CoA detection; inhibition, % at 12.5 µM; 0.098% of 360,000 active; in the data active means inhibition above about 16%, passing the limit was not always enough; inconclusive means no clear call, values can overlap the other calls; further: strong numbers were not always called active
Statin myotox sup: suppressors of statin myotoxicity in C2C12 myotubes, primary screen, cell-based, single point, plate reader. C2C12 myotubes + simvastatin, ATP luminescence, 48 h; scaled: DMSO 0, geranylgeraniol control 100. rescue of ATP level, % at 7.49 µM. 0.78% of 330,000 active;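 active means mean ATP rescue above about 67%, or every replicate alone reaching that limit, limit read from the data, passing the limit was not always enough; inconclusive means no clear call, values can overlap the other calls; inactive means mean under the limit and some replicate under it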;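 further: myotubes were challenged with 10 µM simvastatin during compound exposure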
CFTR F508del cor: F508del CFTR correction, initial screen, CFBE line, single point | CFBE cells, YFP halide quenching; stimulated with forskolin plus potentiator P3; % fluorescence drop versus neutral controls | activity (quench increase), % at 7.58 µM | 0.36% of 350,000 active;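 active means mean added fluorescence quench of at least 8% versus neutral control, with both replicates also reaching 8%; inconclusive means only one of the mean or replicate conditions met; inactive means mean below 8% and not both replicates reaching 8%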;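 further: cells transiently co-express mutant CFTR-F508del with the halide-sensitive YFP; corrector assay measuring rescue of mutant channel to the surface after 24 h compound exposure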
FN deposition inh: inhibitors of fibronectin matrix deposition, primary screen, AH1F cells, Alexa488-fibronectin fluorescence, plate reader; inhibition, % at 12.6 µM; 0.086% of 350,000 active; AH1F fibroblasts, overnight;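 active means mean inhibition across replicates of 30% or more, regardless of how many single replicates reach that level; inconclusive means mean under 30% yet at least half of replicates reach 30%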;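 further: positive control wells lacked labelled fibronectin entirely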
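Material: AH1F fibroblast monolayer depositing Alexa488-labelled fibronectin into matrix / Amount: 10000 AH1F cells per well / Signal: fluorescence 485/525 nm / Medium: DMEM, 2% serum / Compound: single dose, pinned / Incubation: 1 h cell adhesion before compound, then overnight fibronectin incubation / Reagent: Alexa488-FN, 24 nM final / Read-out: inhibition of fibronectin deposition signal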
GSIS activator: GLuc luminescence reporter in INS-1E cells, primary screen for activators of glucose-dependent secretion of insulin; activation, % at 16.6 µM; AID 743287, 2014; INS-1E GLuc reporter insulin secretion, 2-3 h; 0.61% of 370,000 active;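 active means lowest replicate activation of at least 40%, so every replicate reaches that level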;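 further: 0% = median of neutral control wells and 100% = median of IBMX positive control wells; some compounds called inactive have numbers as strong as hits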
An asterisk follows results filed as active; ? = inconclusive; · = no result given; & = joins results of further samples; [ ] = another dose, or the depositor's remark.

SMILES	Cneo AK release	PGC1a acetyl inh	miR-122 sensor	PglD inh	Statin myotox sup	CFTR F508del cor	FN deposition inh	GSIS activator
COc1ccc(CC(C)NCC(O)c2ccc(O)c(NC=O)c2)cc1 (stereo unspecified)	-19&-1	3&-16	-1&1	-3&-2	32&23	1.0&-1.8	5&5	-14
O=C(CNc1ccc(Br)cc1)c1ccc(O)cc1	·	6	·	·	·	-4.5	-15	-8
CCN(CC(=O)NCc1ccc(F)cc1)CC(=O)Nc1cc(S(=O)(=O)N(C)C)ccc1C	·	1	·	·	3	2.6	-3	·
C#Cc1ccc([C@@H]2C=C(C(=O)N3CCOCC3)O[C@H](OCCCCO)C2)cc1	2&-2	2	-23	-9	-5	-0.2&-0.2	-9	80
CC(=O)c1ccc(NC(=S)NC2CCCC(C)C2C)cc1 (stereo unspecified)	·	-8	-4	·	·	2.4	-8	-20
O=C(O)C[C@H]1C[C@@H]2c3cc(NC(=O)NC4CCCC4)ccc3O[C@@H]2[C@@H](CO)O1	2	0	21[16.7 µM]	-1	-6	1.2	-6	1
OC[C@@H]1[C@H](c2ccc(-c3ccncc3)cc2)[C@@H]2CN(Cc3ccccn3)CCCCN12	1	0	-5[16.7 µM]	5	·	-0.9	·	23
COc1ccccc1C#Cc1ccc([C@H]2[C@@H](C#N)N(C(=O)C3CC3)[C@@H]2CO)cc1	-4	10	·	13	34	2.4	-10	12
CCn1nnc(NC(=O)c2cc3ccccc3o2)n1	18	7	-1	1	-31	·	·	·
CCOC(=O)C1=CCN(S(=O)(=O)c2ccccc2)C1c1ccc(Cl)cc1 (stereo unspecified)	1	-1	-1	2	-6	-1.5	1	-15
O=C(NCC(c1ccccc1Cl)N1CCCC1)c1ccc(N2CCCC2=O)cc1 (stereo unspecified)	1	-14	18	-6	22	-2.1	-3	-3
Cc1ccc(F)c(C(=O)N2CCCC(C)(C(=O)NS(=O)(=O)C3CC3)C2)c1F (stereo unspecified)	-1	·	-1	-1	3	·	·	·
O=C(OCC(=O)N1CCOCC1)c1ccccc1OCc1ccc(Cl)cc1	-3	0	-1	0	-2	-2.0	1	·
Cc1noc(C)c1NC(=O)N(C)C[C@@H]1Oc2c(NC(=O)Nc3ccc4c(c3)OCO4)cccc2C(=O)N([C@H](C)CO)C[C@@H]1C	-3	13	4[16.7 µM]	-3	-3	0.5	·	5
COc1ccc(CNC(=O)C[C@@H]2C=C[C@H](NC(=O)Nc3ccc4c(c3)OCO4)[C@@H](CO)O2)cc1	-3	0	·	1	5	-2.1	6	-2
CCn1c(SCC(=O)N2CC(=O)Nc3ccccc32)nnc1-c1ccoc1C	0	0	3	4	·	·	-1	·
C=CCOc1ccc(NC(=O)C(=O)NCCCn2ccnc2)cc1	2	18	-18	0	17	·	-3	-11
CN1CCN(C(=O)c2sc(=S)n(-c3ccccc3)c2N)CC1	1	?	-13	-6	2	·	-10	·
Cc1ccc(-n2ncc(C#N)c2/N=C/N2CCCCCC2)cc1	0	-11	2	-4	·	·	·	·
Clc1ccccc1-c1nc2ccccc2[nH]1	-4	-5	-4	7	·	0.0	1	9
CCOc1cc(/C=N/NC(=O)c2cc3c(ccc4ccccc43)o2)ccc1O	0	2	3	7	3	-0.1	17	-4
Cc1cc(O)c(C(=O)/C=C/c2cccc([N+](=O)[O-])c2)c(=O)o1	-7	4	-5	0	·	-1.9	-1	·
O=C(CN1CCN(S(=O)(=O)N2CCOCC2)CC1)Nc1cc(Cl)ccc1Cl	1	·	-3	3	11	-1.3	1	8
COc1ccc(S(=O)(=O)NNC(=O)c2csc(-n3nc(C)cc3C(F)(F)F)n2)cc1OC	2	-2	-1	-9	9	·	-2	·
CCC(=O)N1C[C@@H](C)[C@@H](OC)CN(C)C(=O)c2cc(NC(=O)C3CC3)ccc2OC[C@@H]1C	0	-4	-5[16.7 µM]	-2	3	-2.0	3	8

Sorted by the number under miR-122 sensor (lowest first): four of the compounds above
SMILES	PGC1a acetyl inh	miR-122 sensor	PglD inh	CFTR F508del cor	GSIS activator
Cc1cc(O)c(C(=O)/C=C/c2cccc([N+](=O)[O-])c2)c(=O)o1	4	-5	0	-1.9	·
Clc1ccccc1-c1nc2ccccc2[nH]1	-5	-4	7	0.0	9
CCOc1cc(/C=N/NC(=O)c2cc3c(ccc4ccccc43)o2)ccc1O	2	3	7	-0.1	-4
O=C(NCC(c1ccccc1Cl)N1CCCC1)c1ccc(N2CCCC2=O)cc1 (stereo unspecified)	-14	18	-6	-2.1	-3

(continued)
SMILES	Cneo AK release	PGC1a acetyl inh	miR-122 sensor	PglD inh	Statin myotox sup	CFTR F508del cor	FN deposition inh	GSIS activator
CCCCN1CCS(=O)(=O)N(Cc2ccccc2Br)CC(C(=O)OC)C1 (stereo unspecified)	1	·	2	-1	8	-1.1	10	-3
Cc1cc(Cl)cc(C)c1OCCOCCNCc1ccccc1	-3	-11	1	5	-70	-1.2	2	-15
CC[C@H](C)C(C(=O)N1CCN(C(=O)OC(C)(C)C)CC1)n1cc(C(Cc2ccc(O)cc2)NC(=O)OC(C)(C)C)nn1 (stereo partly specified)	6	-3	-11	-2	8	-1.3	8	·
O=C(c1ccc2c(c1)OCCO2)N(c1ccccn1)C1CCCCC1	-5	-5	0	-8	19	·	·	·
C[C@H](CO)N1C[C@H](C)[C@H](CN(C)S(=O)(=O)c2ccccc2)OCCCC[C@H](C)Oc2ccc(NC(=O)C3CCCCC3)cc2C1=O	1	4	-6[16.7 µM]	-1	·	1.0	7	-3
S=C(Nc1ccccc1)c1nc2ccccc2s1	·	6	·	·	·	-1.4	7	1
Nc1cc(N)c2c(c1)C(=O)c1ccccc1-2	-2	16	7	-3	8	-0.3	11	6
CCCNC(=O)N1C[C@H](C)[C@@H](OC)CN(C)C(=O)c2cc(NC(=O)CC)ccc2OC[C@@H]1C	0	1	·	0	0	1.3	2	4
COc1cccc(N2CC(C(=O)NC3CCCCC3)CC2=O)c1 (stereo unspecified)	1	-7	-6	0	-15	·	·	-1
O=C(CSc1ccc(-c2ccc(F)cc2)nn1)NCCc1ccccc1	·	-1	·	·	·	0.6	1	3
C[C@@H]1CCCCO[C@H](CN(C)C(=O)CCC(F)(F)F)[C@@H](C)CN([C@H](C)CO)C(=O)c2cc(NC(=O)Nc3ccccc3)ccc2O1	0	-7	9[16.7 µM]	2	·	1.4	0	15
COc1ccc(CN(C)C[C@H]2Oc3ccc(NC(=O)Nc4cccc5ccccc45)cc3C(=O)N([C@H](C)CO)C[C@H]2C)cc1	2	-9	1[16.7 µM]	-2	-26	0.8	·	·
CC(=O)c1ccc(N2CCN(C(=O)CNS(=O)(=O)c3ccc4c(c3)OCCCO4)CC2)c(F)c1	0	6	-2	-2	-2	3.3	13	10
O=C(O)[C@@H]1CSC2c3ccccc3C(=O)N21 (stereo partly specified)	0	-5	·	0	-3	-0.8	-2	7
Cc1ccc(CCSc2ccc(C(C)C)cc2)cn1	-1	5	0	3	0	·	-5	-32
COc1ccccc1C(=O)COC(=O)CNS(=O)(=O)c1ccc(C)cc1	-2	4	-10	2	-8	0.3	3	-29
Cc1noc(C)c1S(=O)(=O)Nc1ccc2c(c1)CC(=O)N([C@H](C)CO)C[C@H](C)[C@H](CN(C)Cc1ccc(Cl)c(Cl)c1)O2	-3	2	2[16.7 µM]	5	-2	1.3	1	-11
O=C(C[C@H]1C=C[C@@H](NS(=O)(=O)c2ccc(F)cc2)[C@@H](CO)O1)N1CCC(Cc2ccccc2)CC1	43	-3	·	1	13	-3.0	3	-26
Cc1nn(-c2ccc(Cl)c(Cl)c2)c(=O)c2ccccc12	-1	-2	-1	3	·	·	·	·
O=C(Nc1cc(C(F)(F)F)ccc1-n1cncn1)c1ccc([N+](=O)[O-])o1	0	·	1	-4	14	1.3	-1	-10
C[C@H]1CN([C@@H](C)CO)C(=O)Cc2cc(N(C)C)ccc2O[C@H]1CN(C)Cc1ccc2c(c1)OCO2	27	-7	1[16.7 µM]	0	-15	2.4	-4	19
CCc1nc2c(OCc3c(C)noc3C)cccn2c1N(C)C(=O)C(C)C	1	·	-1	3	10	·	·	·
O=C(N=Nc1c(O)[nH]c2ccc(Br)cc12)c1ccccc1-n1cccc1	-2	-36	58	-2	-86	13*	·	5
COc1ccc(OC)c(NC(=O)CCC(=O)Nc2nnc(C(C)C)s2)c1	0	-13	-3	4	3	-1.3	-5	1
O=C(Nc1ccccc1F)N1[C@@H]2CNC[C@H]1C2c1ccc(-c2cccnc2)cc1 (stereo partly specified)	·	4&6	·	·	·	0.5&-2.4	-4&0	0&11
More structures follow:
SMILES	Cneo AK release	PGC1a acetyl inh	miR-122 sensor	PglD inh	Statin myotox sup	CFTR F508del cor	FN deposition inh	GSIS activator
CN1C(=O)c2cc(NC(=O)Nc3ccc(Cl)cc3)ccc2OC[C@@H]2O[C@@H](CC(=O)O)CC[C@@H]21	-4	-10	3[16.7 µM]	3	1	0.2	-16	·
Cc1nc(SCC(=O)N2CCOCC2)c2ccsc2n1	0	9	-3	0	10	·	·	·
CC(=O)c1ccccc1NC(=O)COC(=O)CSCC(=O)Nc1cc(C)on1	-9	·	·	-5	0	-2.2	3	11
COC(=O)c1ccc(COC(=O)c2cnc(Cl)c(Cl)c2)cc1	-2	·	·	2	-8	-2.0	-4	74
COc1ccc2c(C)nc(Nc3nc(-c4ccccc4)cc(=O)[nH]3)nc2c1	2	2	-4	-2	-26	-3.5	15	4
COc1ccc(Cl)cc1NC(=O)CN1C(=O)NC(C)(Cc2ccc(OC)c(OC)c2)C1=O (stereo unspecified)	0	0	-1	-2	4	-0.8	0	0
COc1cc(/C=C/c2cc(OC(C)=O)c3ccccc3n2)c(OC(C)=O)c([N+](=O)[O-])c1	-1	8	-2	-5	-4	·	-8	·
O=C(Nc1ccc(Cl)cc1)N[C@H]1CC[C@@H](CCn2cc(Cc3ccccc3)nn2)O[C@@H]1CO	-4	5	·	0	9	1.1	·	-30
O=C(CSc1ccc2ccccc2n1)N/N=C/c1ccccc1O	1	12	-17	-3	0	0.1	9	-2
N/C(=N\OC(=O)CC1CCCCC1)c1ccc(Cl)cc1	1	·	2	0	-6	-0.1	·	9
Cc1oc2c(CN3CCCC3)c(O)ccc2c(=O)c1Oc1ccccc1Br	-1	-7	2	·	-2	·	·	-11
NC(=O)NCc1cccs1	·	3	1	·	3	0.2	-12	14
CCN(CC)CCNC(=O)C(=O)Nc1cc2c3c(c1)CC(=O)N3CCC2	-1	2	-3	2	10	-4.0	1	23
CN(CC(=O)Nc1cccc(F)c1)C(=O)CCc1nc2sc3c(c2c(=O)[nH]1)CCCC3	1	·	3	-99	-14	-6.9	-3	-5
C[C@@H]1CCCCO[C@H](CN(C)Cc2ccc(C(=O)O)cc2)[C@@H](C)CN([C@H](C)CO)C(=O)c2cc(NS(=O)(=O)c3cn(C)cn3)ccc2O1	3	3	2[16.7 µM]	3	·	-0.7	·	16
CCOC(=O)N1CCN(C(=O)CSc2nnc(-c3cc(OC)cc(OC)c3)o2)CC1	2	-3	2	0	-3	·	·	·
